# PolyA inh – inhibitors of polyadenylation in S. cerevisiae; calls only at 12 µM; S. cerevisiae SKY197-pL101 polyadenylation reporter, beta-gal luminescence; efflux-impaired pdr1/pdr3 knockout yeast; score 100 = 6 SD above DMSO; hit rate 0.02% among 300,000; AID 1875;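 active means lowest replicate activity score at least 50, where 100 means six control SD above control mean; inconclusive means lowest score under 50 but half or more replicates reach 50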;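 further: yeast exposed to compound for 9 h at 30 °C; higher score means more reporter readthrough which indicates perturbed polyadenylation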
# aSyn 5UTR inh – 5' untranslated region of α-synuclein, MLPCN primary screen. alpha-synuclein 5'UTR reporter, inhibitor activity. hit rate 0.82% among 300,000. AID 1813. inhibition, % (tested at 7.5 µM); in the data active means inhibition above about 60%; inconclusive means no clear call, values can overlap the other calls;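 further: H4 neuroglioblastoma cells stably carrying SNCA 5'UTR luciferase fusion; 0% = DMSO wells and 100% = positive control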
# IEC-6 cytotox – kills IEC-6 intestinal cells in KLF5 counter-screen. IEC-6 cytotoxicity, luminescence viability. inhibition, % at 5 µM. hit rate 0.78% among 290,000. AID 1825; in the data active means inhibition above about 22%;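 further: 0% = plate median of test compound wells and 100% = cytotoxic reference compound wells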
# HSP90 refold inh – inhibitors of HSP90 luciferase refolding in rabbit reticulocyte lysate; inhibition, % at 5.6 µM; luciferase refolding luminescence, 3 h; hit rate 0.91% among 290,000;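 active means inhibition above the screen-wide mean plus 3 SD, computed separately per campaign, cut at about 16% in these data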;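 further: 0% = DMSO wells and 100% = 60 µM geldanamycin wells; inhibitors lower the luminescence because luciferase stays unfolded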
# HSF1 inh – HSF1 inhibition | NIH3T3-HGL HSE-luciferase, MG132-induced, luminescence 8 h; stronger effect = lower value | activity change, negative = inhibition, % at 7.5 µM (by protocol) | hit rate 0.77% among 300,000 | AID 2098;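 active means more than half of replicate wells show activity change below -50%, luminescence cut by over half; inconclusive means some wells, but at most half, below -50%; inactive means no replicate well below -50%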;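 further: luciferase reports HSF-1 transcriptional activity via heat shock element; 0% = median of DMSO wells and -100% = zero luminescence signal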
# KLF5 inhibitor – kruppel-like factor 5 inhibition. DLD-1 KLF5 promoter-luciferase reporter, luminescence. inhibition, % at 5 µM. hit rate 0.23% among 290,000. AID 1700;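 active means inhibition above a per-plate limit of that plate's mean compound inhibition plus 3 SD, cut at about 60% in these data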;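 further: 0% = DMSO wells and 100% = LY294002 at 200 µM; higher means less KLF5 promoter-driven luciferase light; inactives centre near -14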
# GSK3beta inhib – human GSK3beta kinase inhibition; activity score (negative = inhibition), % at 10 µM; hit rate 0.038% among 300,000; GST-GSK3beta kinase, ADP-Glo luminescence, 60 min; stronger effect = lower value; AID 2097;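 active means more than half of replicate wells score below -50%, meaning over 50% inhibition versus plate controls; inconclusive means some replicates but at most half score below -50%; inactive means no replicate scores below -50%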;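 further: 0% = median DMSO wells and -100% = median GW8510 positive control wells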
# Target sequence (P49841 whole entry, looked up): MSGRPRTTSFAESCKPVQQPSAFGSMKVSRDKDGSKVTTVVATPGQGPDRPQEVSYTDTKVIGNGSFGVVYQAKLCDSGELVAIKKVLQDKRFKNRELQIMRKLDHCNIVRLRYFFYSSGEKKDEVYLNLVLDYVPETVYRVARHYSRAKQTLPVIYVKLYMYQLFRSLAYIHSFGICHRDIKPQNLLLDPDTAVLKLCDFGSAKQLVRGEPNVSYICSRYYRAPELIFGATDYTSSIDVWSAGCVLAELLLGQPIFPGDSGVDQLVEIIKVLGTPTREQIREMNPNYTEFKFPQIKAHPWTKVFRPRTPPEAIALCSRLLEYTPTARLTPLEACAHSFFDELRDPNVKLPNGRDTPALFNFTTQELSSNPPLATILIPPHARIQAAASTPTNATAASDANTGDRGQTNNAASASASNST
#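 Test system: GST-tagged human GSK3beta kinase, cell-free; evaluation: activity score scaled between in-plate DMSO and GW8510 controls; measured by: ADP-Glo luminescence; incubation: 60 min reaction, RT; benchmarks: DMSO and 20 µM GW8510; reagent: peptide substrate plus 25 µM ATP (final); medium: Tris/MgCl2 kinase buffer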
# GSK3A inh – human GSK-3 alpha kinase inhibition | hit rate 0.1% among 320,000 | P49840 | ADP-Glo luminescence, 60 min | inhibition, % at 10 µM;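 in the data active means inhibition above about 50%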;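 further: GST-tagged GSK-3 alpha with peptide substrate and 25 µM ATP; 0% = DMSO neutral wells and 100% = GW8510 positive control wells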
# Target sequence (P49840 whole entry, looked up): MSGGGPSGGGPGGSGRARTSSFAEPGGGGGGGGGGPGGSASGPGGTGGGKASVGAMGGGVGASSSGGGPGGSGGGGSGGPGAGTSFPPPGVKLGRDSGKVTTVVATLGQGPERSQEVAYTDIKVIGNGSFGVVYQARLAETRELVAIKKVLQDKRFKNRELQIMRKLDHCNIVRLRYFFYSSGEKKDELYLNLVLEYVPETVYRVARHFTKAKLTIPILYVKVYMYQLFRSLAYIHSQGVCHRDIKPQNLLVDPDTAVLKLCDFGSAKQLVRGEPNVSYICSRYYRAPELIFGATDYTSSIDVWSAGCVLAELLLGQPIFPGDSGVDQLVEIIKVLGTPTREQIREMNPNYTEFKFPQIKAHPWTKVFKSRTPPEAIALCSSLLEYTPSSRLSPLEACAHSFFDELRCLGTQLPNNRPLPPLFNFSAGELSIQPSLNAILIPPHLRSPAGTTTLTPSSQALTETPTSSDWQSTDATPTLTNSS
# AI-2 QS mod – modulates the Vibrio harveyi AI-2 quorum sensing system. Vibrio harveyi JMH597 AI-2 luminescence/OD600 ratio, 9 h; stronger effect = lower value; strain lacks LuxN and CqsS sensors; 0 = neutral-control median. activity change, % at 7.5 µM. hit rate 0.4% among 300,000; in the data active means activity change below about -75%, passing the limit was not always enough; inconclusive means no clear call, values can overlap the other calls;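 further: luminescence divided by OD600 gain over 9 h not by final OD600 alone; inactives centre near 13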
# HSF-1 act – increases HSF-1 driven luciferase reporter signal. AID 504408. hit rate 1.7% among 300,000. NIH3T3-HGL HSF-1 luciferase reporter, MG132, 8 h; 100% = twice DMSO control signal. activation, % at 9 µM;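 active means mean replicate activation of at least 50% with a set share of replicates each reaching 50%; inconclusive means only one of those two conditions met; inactive means mean below 50% and too few replicates reaching it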;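 further: 0% = median of the neutral control wells and 100% = twice that signal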
# The depositor's hits bear a star; i = inactive; ? = inconclusive; . = not tested or not shown. The list is partial; rates above refer to the full screens.
SMILES,PolyA inh,aSyn 5UTR inh,IEC-6 cytotox,HSP90 refold inh,HSF1 inh,KLF5 inhibitor,GSK3beta inhib,GSK3A inh,AI-2 QS mod,HSF-1 act
Cc1ccc(N2C(=O)/C(=C/N3CCN(C(=O)c4ccco4)CC3)C(=O)NC2=S)cc1C,i,0.7,2.4,2.2,-7.6,-13.1,1.0,-2.5,8.2,-5.0
O=c1[nH]c(=O)n(-c2cccc3ccccc23)c(O)c1C=NCc1ccc2c(c1)OCO2,i,7.2,-4.6,2.0,-1.1,-10.2,-4.3,0.1,2.3,0.2
COc1ccc(CNCCc2ccc(Cl)cc2)c(OC)c1OC,i,8.1,5.5,0.4,1.5,-18.4,-1.1,-1.4,6.8,0.4
CCN1C(=O)C(=C2C=C(C)N(Cc3ccco3)C(C)=C2)C(=O)N(CC)C1=S,i,-29.7,-0.4,-6.4,5.2,-26.1,-1.6,55.1*,15.6,-3.5
COc1ccc(NC(=O)c2cc([N+](=O)[O-])ccc2N2CCNCC2)cc1,i,-20.0,8.6,8.9,-3.8,-10.8,-2.7,1.8,-1.3,-8.4
Cn1c(O)c(C=NCCCNC2CCCCC2)c(=O)n(C)c1=O,i,-11.8,-2.8,-1.6,-1.4,-13.5,-1.0,3.3,21.8,-5.0
O=C(O)CC[N+](=O)[O-],i,-18.7,.,.,-5.5,.,0.6,-0.4,36.8,5.5
CN1C(=O)NC(=O)/C(=C\c2ccc([N+](=O)[O-])o2)C1=O,i,31.1,-9.5,0.8,-9.5,4.1,0.3,-0.5,21.7,-5.8
CCOc1c(Cl)cc(CNCCc2c[nH]c3ccccc23)cc1OC,i,9.1,1.4,0.1,-1.2,-6.8,-0.4,-0.3,7.1,-17.1
CCOC(=O)c1nc2ccccc2c(=O)n1-c1ccc(C)cc1C,i,26.2,8.9,1.9,-0.5,1.3,5.4,1.2,8.7,15.3
O=P(NCc1ccccc1)(Oc1ccccc1)Oc1ccccc1,i,-9.5,-1.8,-1.5,0.6,-5.5,1.8,1.4,0.9,13.1
C(#CCN1CCOCC1)COC/C=C/c1ccccc1,i,-20.0,-2.3,-2.2,13.3,-6.9,0.3,-1.5,26.3,16.9
CCCCn1c(NC(=O)c2ccco2)c(C(=O)OCC)c2nc3ccccc3nc21,i,-39.4,-1.1,7.8,58.4,2.6,-6.4,11.2,-6.5,70.9*
CCOC(=O)c1ccc(NC(=O)N2CC3CC(C2)c2cccc(=O)n2C3)cc1 (stereo unspecified),i,2.7,1.1,4.1,-0.9,-30.3,0.1,2.1,-5.6,-13.0
O=C1OCCN1P(=O)(c1ccccc1)c1ccccc1,i,15.4,-0.9,-3.3,-6.9,8.8,0.1,-4.9,23.7,6.7
CC(C(O)c1ccccc1)N(C)CCn1cnc2c1c(=O)n(C)c(=O)n2C (stereo unspecified),i,23.7,1.6,0.1,-6.7,-18.4,-4.4,-4.5,26.3,-1.7
CC(=O)Nc1ccc(OC(=O)N2CCCCC2)cc1,.,69.5*,0.9,-0.5,.,-2.9,0.7,-2.1,20.3,.
Cc1ccccc1-n1c(O)c(/C=C2/C(c3ccccc3)=Nc3ccccc32)c(=O)[nH]c1=O,i,-43.4,78.5*,-2.8,3.2,43.8,-0.5,-6.7,2.6,21.9
CCN1CCN(Cc2cc(Br)cc(Br)c2O)CC1,i,5.7,0.9,-0.2,5.4,7.1,1.8,-0.4,17.2,-0.6
CCCCn1c(=O)c(C=Nc2cccnc2Cl)c(O)n(CCCCl)c1=O,i,-35.0,-1.5,5.3,.,-10.5,1.8,-0.6,23.0,.
CNCC(O)c1cc(F)c(OCc2ccccc2)c(OCc2ccccc2)c1F (stereo unspecified),i,-24.3,.,.,4.1,.,-2.5,-0.3,7.9,-4.4
O=P(CN1CCN(c2ccccc2)CC1)(N1CCCCC1)N1CCCCC1,i,7.2,6.2,5.0,0.2,31.7,1.5,-0.9,5.9,7.7
CC(=O)CC(=O)C1C(=O)N(C)C(=O)N(C)C1=O,i,-0.6,5.4,2.3,-2.6,-22.2,0.6,-3.4,12.1,-0.3
Cc1ccc(C)c(CN2CCC(n3nnc4cc(F)ccc43)CC2)c1,i,11.6,2.3,-2.8,-6.5,-5.7,0.6,-1.9,35.2,-9.2
Cn1c(O)c(C=NC2CCN(Cc3ccccc3)CC2)c(=O)[nH]c1=O,i,10.8,3.2,11.6,6.0,-21.8,-10.1,25.9,6.1,28.9
COC(=O)CCCNC(=O)CN1CC(c2ccccc2)CC1=O (stereo unspecified),i,7.2,7.7,3.2,-5.6,-58.8,-0.6,-3.2,6.1,7.7
O=C(O)Cn1cc(/C=C2\C(=O)NC(=O)N(c3ccc(F)cc3)C2=O)c2ccccc21,i,25.7,2.6,5.1,-2.0,-1.8,-4.7,-5.8,6.0,-3.1
Cc1cccnc1NC1=NCC(C)S1 (stereo unspecified),i,-1.8,0.0,-1.5,-1.0,-3.7,1.1,-0.1,14.4,-6.4
O=C(O)C(O)(c1ccccc1)C1CCCCC1 (stereo unspecified),i,6.2,4.3,1.3,-6.7,-5.9,-2.3,-1.0,-13.7,-14.6
CC(=NCCc1c[nH]c2ccccc12)c1c(O)n(Cc2ccccc2)c(=O)[nH]c1=O,i,26.9,2.1,3.4,23.4,0.9,0.0,-1.7,13.4,17.3
CSCCC(N=Cc1c(O)n(-c2ccc(F)cc2)c(=O)[nH]c1=O)C(=O)OC(C)(C)C (stereo unspecified),i,11.8,0.8,4.4,-1.6,10.7,2.6,-0.5,9.2,-5.4
CC/C(=N\N1CCN(C)CC1)c1c(O)[nH]c(=O)[nH]c1=O,i,-2.7,3.1,-3.0,-9.8,-69.4,-2.6,-1.7,26.2,6.7
CCc1c(-c2ccccc2)nc2ccccc2c1C(=O)N1CCC2(CC1)OCCO2,i,-16.0,4.1,-4.9,-2.9,-49.8,1.5,-3.7,21.0,-13.2
COc1ccc(C2=NCC(=O)N(CC(=O)NCc3ccco3)c3sc4c(c32)CCCC4)cc1,i,17.6,-9.4,-3.7,14.6,-1.9,1.4,5.7,30.5,18.6
Cc1cc(O)c2c(C)c(CC(=O)N3C[C@H]4C[C@@H](C3)c3cccc(=O)n3C4)c(=O)oc2c1,.,25.5,-0.9,1.3,0.2,-18.8,0.4,8.7,28.3,8.5
CC(C)OP(=O)(O)NC(=O)c1ccccc1,i,18.5,-3.6,-2.1,-9.2,-12.9,-0.8,-2.9,0.6,1.8
COc1ccc(C2NCc3ccc4c(c3-n3cccc32)OCO4)cc1OC (stereo unspecified),i,-4.3,-3.4,0.4,10.8,-9.8,0.3,0.1,25.2,4.7
Cc1ccc(CN(Cc2ccccc2)C(=S)NCC(=O)N2CCC3(CC2)OCCO3)o1,i,16.6,6.8,0.0,10.3,-28.6,-6.5,2.6,-3.9,16.5
CN(C)CP(=O)(Nc1ccccc1)N(C)C (stereo unspecified),i,29.9,1.9,3.9,-4.6,-4.4,2.0,-1.2,44.3,-5.8
CCOC(=O)C1CCN(/C=C2\C(=O)NC(=S)N(CC)C2=O)CC1,i,-2.9,-8.3,1.3,-8.8,-14.9,3.3,-2.2,7.7,-1.5
CCOc1cc(C=C2C(=O)NC(=O)NC2=O)ccc1OS(=O)(=O)c1ccccc1,i,1.0,0.3,3.8,-2.6,-17.4,2.6,5.6,18.2,-7.8
CCC(=O)C(CCN1CCOCC1)(c1ccccc1)c1ccccc1,i,-10.2,.,.,4.8,.,-0.8,-3.9,13.7,9.0
Cc1ccc(C(=O)Nc2ccc(Cl)cc2C(=O)c2ccccc2)cc1,.,-23.5,4.9,2.6,4.8,10.6,2.4,-1.3,-10.4,20.6
C=CCn1c(O)c(C(CC)=Nc2ccccc2NC(C)=O)c(=O)[nH]c1=O,.,-11.8,-0.8,2.3,.,-13.2,1.0,1.9,24.2,.
CC(=O)c1ccc(OC(NC(=O)Cc2ccccc2)C(Cl)(Cl)Cl)cc1 (stereo unspecified),i,-12.7,-3.7,-0.5,-5.0,-6.4,-0.8,-7.0,26.1,-0.5
CSCCC(NC(=O)CCC(=O)OC1CC[C@H]2[C@@H]3CC[C@H]4CC(=O)CC[C@]4(C)[C@H]3CC[C@]12C)C(=O)O (stereo partly specified),i,-16.1,3.9,-3.9,3.1,-19.6,1.9,1.5,20.5,-14.7
O=C(c1cc(-c2cccnc2)nc2ccccc12)N1CCC2(CC1)OCCO2,i,24.3,6.4,1.5,-3.1,6.8,-2.1,-3.8,17.1,-9.5
COc1cc(CC2C(=O)N(C)C(=O)N(C)C2=O)ccc1OCc1ccccc1,i,-55.0,-7.2,0.1,4.1,-6.3,-1.4,-2.0,24.4,10.5
O=C(/C=C/c1c[nH]c2ccccc12)c1c(O)n(CCc2ccccc2)c(=O)[nH]c1=O,i,25.9,0.6,3.2,-9.5,15.7,-3.9,-0.7,19.6,-17.3
O=C(c1ccc2c(c1)ncn2C1CCCCC1)N1CCC2(CC1)OCCO2,i,-171.1,9.1,1.6,-3.4,6.0,2.2,6.5,14.2,-2.8
COc1ccc(CCNCc2cccn2C)cc1OC,i,-35.5,-2.8,6.4,-6.3,2.2,-1.7,-1.8,-0.9,9.0
Cc1ccc2c(c1)C1CN(C)CCC1N2C(=O)/C(C#N)=C/c1ccc2c(c1)OCO2 (stereo unspecified),i,2.0,-4.7,0.6,-1.0,-7.1,-6.1,-0.6,-7.2,-23.6
Cc1ccc(C2N3CCCN23)cc1 (stereo unspecified),i,-4.9,-6.9,-0.3,0.5,13.1,3.2,-0.5,15.7,38.4
C[C@]12CCC(=O)C=C1CC[C@@H]1C2CC[C@]2(C)C(=O)CCC12 (stereo partly specified),i,-4.2,3.0,-2.7,-1.1,-16.3,0.7,0.1,3.2,-2.8
Oc1c(Cl)cc(Cl)cc1CN1CCN(Cc2ccccc2)CC1,i,29.5,1.8,-3.6,11.6,-26.1,3.5,-1.1,16.9,-1.2
CCCNC(=O)N1[C@H]2CC[C@@H]1C(C(=O)OC)=C(c1cc3ccccc3s1)C2,i,11.8,.,.,-2.6,.,18.8,-4.0,13.9,3.0
Oc1c(Cl)c(Cl)c(Cl)c(Cl)c1Cl,i,-3.5,.,.,-3.6,.,-0.7,-0.8,?,-4.1
CCOC(=O)C(O)(c1ccc(N=Cc2ccccc2O)c(C)c1)C(F)(F)F (stereo unspecified),i,6.8,8.8,2.6,-3.0,13.9,1.4,-1.5,7.3,-2.7
COc1ccc(CN2CCCC(C(=O)c3ccc(Cl)cc3)C2)c(OC)c1 (stereo unspecified),i,7.1,-3.0,-1.6,-11.1,-11.8,-4.0,.,7.6,-21.5
